H37Rv inhibition – M. tuberculosis growth inhibition, HTS (AID 449762); inhibition, % at 25 µM; hits with a dose series show IC50 in µM; actives 0.59% (n = 330,000); M. tuberculosis H37Rv growth inhibition, 7H9 media; higher % means a stronger effect; in the data active = a potency from the dose series; inconclusive = inhibition above about 70% without an active follow-up result;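 also: bacterial growth assessed after seven days of incubation; strong numbers were not always called active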
inhibitors of VEEV – inhibitors of VEEV TC-83 cytopathic effect, confirmation, Vero cells (AID 588727); Vero cells, VEEV TC-83 cytopathic effect inhibition; higher % means a stronger effect; inhibition, % at 20 µM, or IC50 in µM where a hit was titrated; actives 0.13% (n = 350,000); in the data active = a potency from the dose series; inconclusive = inhibition mostly from about 14% at the one dose, without a potency; inactive = the rest, 99 in 100 with inhibition below about 12%; also: strong numbers were not always called active
PhoP GFP inhibition – PhoP regulon inhibitors, Salmonella typhi PhoP promoter GFP reporter, confirmatory (AID 1850). actives 0.33% (n = 310,000). Salmonella Typhi PhoP-promoter GFP reporter, fluorescence, 4 h; higher % means a stronger effect. inhibition, % at 50 µM; hits with a dose series show IC50 in µM; in the data active = a potency from the dose series; inconclusive = inhibition mostly from about 25% at the one dose, without a potency; inactive = the rest, 99 in 100 with inhibition below about 19%;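 also: 0% = induced wells with vehicle and 100% = uninduced wells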
tuberculosis growth – growth inhibition of non-replicating M. tuberculosis (AID 488890); Mycobacterium tuberculosis non-replicating, growth inhibition; higher % means a stronger effect; inhibition, % at 25 µM, or IC50 in µM where a hit was titrated; actives 0.39% (n = 320,000); in the data active = a potency from the dose series; inconclusive = inhibition mostly from about 82% at the one dose, without a potency; inactive = the rest, 99 in 100 with inhibition below about 76%;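 also: plate controls were DMSO cells for no effect and high antibiotic wells for full effect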
H1N1 NS1A inhibition – NS1A inhibition, H1N1 influenza, cell based functional assay (AID 504329); NS1A functional cell-based assay, percent inhibition; higher % means a stronger effect; one-dose inhibition, % at 12.5 µM; IC50 in µM for titrated hits; actives 0.3% (n = 340,000); in the data active = a potency from the dose series; inconclusive = inhibition above about 27% without an active follow-up result; also: strong numbers were not always called active
inhibitors of VEEV 10K pilot screen – further read-out of inhibitors of VEEV, marked with its call; inhibition, %; measured here: 10K pilot screen inhibition
Numbers without * were called inactive; i = inactive; u = inconclusive; x = no result given; & = joins results of further samples. Rows are unselected; 1.5% or so of the library scored in one or more.

Preview (7 entries):
SMILES	H37Rv inhibition	inhibitors of VEEV	PhoP GFP inhibition	tuberculosis growth	H1N1 NS1A inhibition	others
COc1cc2c(cc1OC)C(c1ccccc1)N(C(=O)c1ccccc1)CC2 (stereo not drawn)	2.1%	1.0%	3.1%	-0.8%	8.2%
CC(C)CC(NC(=O)C(NC(=O)OC(C)(C)C)C(C)C)C(=O)N1CCCC1C(N)=O (stereo not drawn)	2.5%	0.8%	1.4%	9.4%	-28.7%
CCCCC(c1nnnn1CC1CCCO1)N1CCN(Cc2ccccc2)CC1 (stereo not drawn)	-2.8%	i	10.8%	-8.5%	10.2%
O=C(/C=C/c1ccco1)Nc1cccc2cccnc12	-0.4%	0.6%	-8.3%	56.2%	4.2%
Cn1cc(C(=O)N2CCN(c3ccccc3)CC2)c(=O)c2cc(S(=O)(=O)N3CCOCC3)ccc21	-3.1%	1.4%	-6.1%	-2.5%	-0.7%
COc1ccc(-c2csc3nc(C)n(-n4cccc4)c(=O)c23)cc1OC	0.9%	i	0.5%	5.4%	-2.0%
O=C(Cn1nc(-c2ccco2)ccc1=O)Nc1ccc(Br)cc1	3.7%	i	-7.0%	13.3%	-5.0%

The whole of this part, previewed entries included:
SMILES	H37Rv inhibition	inhibitors of VEEV	PhoP GFP inhibition	tuberculosis growth	H1N1 NS1A inhibition	others
COc1cc2c(cc1OC)C(c1ccccc1)N(C(=O)c1ccccc1)CC2 (stereo not drawn)	2.1%	1.0%	3.1%	-0.8%	8.2%
CC(C)CC(NC(=O)C(NC(=O)OC(C)(C)C)C(C)C)C(=O)N1CCCC1C(N)=O (stereo not drawn)	2.5%	0.8%	1.4%	9.4%	-28.7%
CCCCC(c1nnnn1CC1CCCO1)N1CCN(Cc2ccccc2)CC1 (stereo not drawn)	-2.8%	i	10.8%	-8.5%	10.2%
O=C(/C=C/c1ccco1)Nc1cccc2cccnc12	-0.4%	0.6%	-8.3%	56.2%	4.2%
Cn1cc(C(=O)N2CCN(c3ccccc3)CC2)c(=O)c2cc(S(=O)(=O)N3CCOCC3)ccc21	-3.1%	1.4%	-6.1%	-2.5%	-0.7%
COc1ccc(-c2csc3nc(C)n(-n4cccc4)c(=O)c23)cc1OC	0.9%	i	0.5%	5.4%	-2.0%
O=C(Cn1nc(-c2ccco2)ccc1=O)Nc1ccc(Br)cc1	3.7%	i	-7.0%	13.3%	-5.0%
CCN(CC(=O)Nc1ccc2c(c1)OCO2)CC(=O)Nc1ccccc1C(F)(F)F	-7.4%	3.2%	x	19.6%	-3.2%
Oc1ccccc1-c1nc(N2CCN(Cc3ccccc3)CC2)c2ccccc2n1	3.6%	0.5%	8.2%	6.9%	13.3%
NCCc1nnc(SCc2c(F)cccc2Cl)o1	1.8%	i	-5.8%	0.3%	-3.3%
COc1ccc(C2CC(c3ccccc3)=NN2C(=O)CN2CCN(Cc3ccccc3)CC2)cc1 (stereo not drawn)	57.5%	i	-1.7%	59.4%	12.4%
CCCCNC(=O)Nc1nnc(-c2ccccc2)o1	u	7.9%	-1.3%	u	3.6%
Cc1ccc(OCC(=O)N/N=C/c2cn[nH]c2-c2ccc(Cl)c(Cl)c2)cc1	u	6.1%	-2.4%	-7.1%	0.7%
COc1ccccc1C(O)Cc1nc2ccccc2n1C (stereo not drawn)	-6.7%	1.6%	1.2%	11.9%	-4.4%
COC(=O)C(C)Oc1cc(C)cc2oc(=O)c3c(c12)CCC3 (stereo not drawn)	-0.6%	11.8%	-6.0%	6.3%	13.9%
CCOC(=O)N1CCC(NC(=O)CCc2nc(-c3ccc(C)cc3)no2)CC1	-3.1%	2.7%	6.0%	12.2%	-6.8%
CCN(CC)c1ccc(C(=O)Nn2cnc3ccccc3c2=O)cc1	1.2%	1.3%	9.5%	-13.6%	-6.8%
Cc1nn(C)cc1S(=O)(=O)N1CCCC(C(=O)O)C1 (stereo not drawn)	-8.7%	i	5.2%	-25.4%	-3.3%
CC1Cc2ccccc2N1C(=O)CN1CCN(S(=O)(=O)c2cccs2)CC1 (stereo not drawn)	7.8%	2.2%	x	18.9%	-3.2%
CCCCOc1cccc(C(=O)Nc2ccccc2N2CCCC2)c1	-6.1%	0.2%	-2.4%	29.0%	-0.6%
O=S(=O)(Nc1ccc2ccccc2c1)c1ccccc1	1.8%	2.3%	2.0%	51.0%	0.8%
COc1ccc(N=C2S/C(=C\c3ccc(OCC(=O)O)cc3)C(=O)N2CCc2c[nH]c3ccccc23)cc1	x	12.0%	x	x	15.8%
CCOC(=O)CCCCC1C(CCCC(=O)OCC)C=NN1C (stereo not drawn)	x	6.3%	x	x	9.4%
CCN1CCN(c2cc(C)c3cc(NC(=O)CCC(=O)N4CCN(c5ccccc5)CC4)ccc3n2)CC1	5.2%	0.7%	-1.8%	10.9%	12.7%
COc1ccc(N2C(=O)N[C@@H](Cc3ccccc3)C2=O)cc1OC	3.7%	i	-1.9%	0.2%	17.8%
CC1(C)CC(NS(=O)(=O)c2ccc3ccccc3c2)CC(C)(C)N1	5.2%	i	18.5%	-8.0%	-18.4%
O=C(Cn1ccc2ccccc2c1=O)NCC(=O)N1CCN(c2ccccc2F)CC1	0.8%	1.8%	1.8%	-5.9%	-4.5%
CC(=O)NC(CC(C)C)C(=O)NC(Cc1ccccc1)C(=O)CCl (stereo not drawn)	x	6.6%	x	x	-19.9%
COc1ccccc1C(=O)NCC(=O)OCCCOC(=O)CNC(=O)c1ccccc1OC	-11.4%	0.2%	-3.9%	-3.1%	-10.5%
CCn1c(=O)n(CCOC)c(=O)c2c3c(sc21)CCCC3	10.5%	3.1%	-1.7%	5.2%	-1.7%
CC(=O)N1CCCc2cc(S(=O)(=O)N3CCCC(C(=O)NCc4ccccc4Cl)C3)ccc21 (stereo not drawn)	-1.5%	i	-17.8%	-10.6%	7.8%
O=C(N1CCOCC1)N1CCN(S(=O)(=O)N2CCOCC2)CC1	-7.0%	i	-5.6%	-20.8%	-26.7%
CSc1nc(C)nc2c1c(=O)n(C)c(=O)n2C	-3.0%	0.2%	-3.7%	-1.4%	10.3%
CCCCN(C(=O)c1ccncc1)c1c(N)n(CCC)c(=O)[nH]c1=O	-6.0%	i	x	8.3%	-12.5%
COCC(=O)N1CCCc2ccccc21	1.2%	0.4%	-1.9%	15.4%	2.8%	inhibitors of VEEV 10K pilot screen=0.0
Cn1nc(C(=O)NNC(=O)c2ccccc2Br)c2ccccc2c1=O	x	2.0%	x	x	-3.9%
O=C1CSC(c2cn(-c3ccccc3)nc2-c2cc3ccccc3o2)N1Cc1ccccc1 (stereo not drawn)	8.0%	6.6%	-14.6%	2.9%	-2.3%
CC(C)(C)c1cc(C(=S)N2CCCC2)cc(C(C)(C)C)c1O	11.2%	0.7%	-3.5%	25.5%	0.8%
Cn1c(C(=O)N2CCN(c3nc4ccccc4s3)CC2)cc2sccc21	4.2%	i	4.3%	16.6%	10.4%
CC(=O)NC12CC3CC(C1)CC(C(=O)Nc1nc4ccc(F)cc4s1)(C3)C2	u	5.7%	-6.7%	40.4%	-21.9%
CC1(C)CC(=O)C=C(c2cccc(Cl)c2O)C1	0.1%	2.9%	x	4.4%	-4.5%
CSc1ccccc1C(=O)C1CCCN(Cc2ccccn2)C1 (stereo not drawn)	6.4%	0.1%	-4.2%	47.3%	-3.8%
CCOc1cc(CN2CCC(CO)(Cc3cccc(C(F)(F)F)c3)CC2)ccc1OC	6.5%	2.0%	3.2%	25.4%	10.4%
CCN1C(=O)C(NC(C)=O)c2cc(OC)ccc21 (stereo not drawn)	3.5%	6.4%	-5.8%	-0.6%	-14.2%
CCOc1cc(C(=O)NCc2ccc3c(c2)OCO3)cc(OCC)c1OCC	0.9%	0.7%	6.0%	16.9%	-1.2%
Cc1cc(C(C)(C)C)cc(C)c1CC1=NCCN1	0.3%	i	-5.1%&3.9%	20.4%	-4.7%
COCCNC(=O)c1cn(C)c(=O)c2cc(OC)c(OC)cc12	2.4%	1.2%	9.4%	-8.1%	10.4%
CCOC(=O)c1[nH]cnc1C(=O)O	-6.6%	1.7%	11.4%	-5.0%	-7.8%
CC(C)(C)C(=O)CC1(O)C(=O)N(Cc2ccc(Cl)cc2)c2ccccc21 (stereo not drawn)	0.9%	i	4.1%	6.9%	-9.9%
OCC1(CCOc2ccccc2)CCN(CC2=Cc3cc(Cl)ccc3OC2)CC1	u	4.4%	8.7%	72.3%	4.5%
CN(C(=O)COC(=O)c1cc2ccccc2cc1O)c1c(N)n(Cc2ccccc2)c(=O)[nH]c1=O	6.4%	1.2%	-7.5%	25.0%	-1.4%
O=C(NC1CC1)c1cc(Cl)ccc1[N+](=O)[O-]	-6.0%	1.1%	-1.3%	-7.0%	-5.0%
O=C(CSc1nc2cc3c(cc2c(=O)n1CCC1=CCCCC1)OCO3)NCc1ccco1	5.6%	3.1%	6.0%	-3.8%	-4.1%
O=C(NCCn1c(C(F)(F)F)nc2cc(C(F)(F)F)ccc21)[C@H]1CCCN1c1nc(CN2CCCCC2)cs1	-0.5%	0.5%	-30.9%	17.7%	-0.3%
CCOC(=O)n1cnc2nc(N)nc(SC)c21	x	1.9%	x	x	-3.2%
C=CCn1c(O)c(C(CC)=NCCc2c[nH]c3ccccc23)c(=O)[nH]c1=O	15.8%	8.2%	3.0%	x	0.4%
Cc1c(C(=O)OC(C)C)nnn1-c1nonc1N	-2.6%	1.3%	6.0%	-10.4%	-1.1%
NC(=O)N/N=C/c1ccccc1OCC(=O)NCc1ccccc1	-2.7%	i	-3.3%	-1.2%	13.2%
CCOc1ccc(N2CC(C(=O)Nc3ccc(OC)c(S(=O)(=O)N4CCCCC4)c3)CC2=O)cc1 (stereo not drawn)	10.2%	1.5%	12.2%	12.3%	0.5%
CC(C)C(=O)N1CCN(c2ccccc2NC(=O)c2cccc3ccccc23)CC1	3.4%	4.5%	3.3%	19.6%	-8.6%

(listing goes on)
SMILES	H37Rv inhibition	inhibitors of VEEV	PhoP GFP inhibition	tuberculosis growth	H1N1 NS1A inhibition	others
COc1ccc(OCCOC(=O)C(C)NS(=O)(=O)c2ccc(NC(C)=O)cc2)cc1 (stereo not drawn)	-1.8%	0.7%	x	-6.3%	-0.9%
Cc1ccccc1NCN1C(=O)C2CCC(C)(C1=O)C2(C)C (stereo not drawn)	-3.2%	0.5%	-1.4%	0.3%	-16.6%
COc1ccccc1NC(=O)c1ccc(S(=O)(=O)N2CCCC2)cc1	-3.1%	6.8%	5.9%	x	2.8%
COc1cccc(OC)c1C(=O)Oc1ccc2c(c1)O/C(=C\c1ccncc1)C2=O	-2.9%	1.3%	-9.8%	17.3%	6.7%
CCOCCCn1c(=S)[nH]c2cc(C(=O)N3CCN(c4ccccc4)CC3)ccc2c1=O	-3.9%	0.4%	5.3%	16.5%	-13.0%
COC(=O)c1c(C)[nH]c(C(C)=O)c1C	-3.0%	1.1%	-2.1%	3.1%	-4.2%
Cc1ccccc1-n1c(O)c(/C=N/NC(=O)c2ccncc2)c(=O)[nH]c1=O	u	5.0%	3.7%	47.2%	20.2%
COc1cccc(/C=C2/SC(=S)N(CC(=O)Nc3nnc(C)s3)C2=O)c1	x	0.6%	x	x	-13.7%
O=C(Oc1ccc(Cl)cc1)N1CCCCC1	5.6%	0.8%	3.7%	61.0%	-8.8%
Cc1ccccc1C(=O)N1CCC(C(=O)Nc2ccccc2Cl)CC1	-5.1%	5.1%	-1.8%	2.5%	-5.6%
NNS(=O)(=O)c1ccc(N2CCCC2=O)c([N+](=O)[O-])c1	-0.6%	5.0%	-3.8%	2.7%	5.8%
CCOC(=O)CCC(NC(=O)CC(=O)NC(CCC(=O)OCC)C(=O)OCC)C(=O)OCC (stereo not drawn)	-3.6%	2.6%	-3.8%	1.0%	-8.3%
N#Cc1ccccc1CSc1nnc(Cc2ccccc2)o1	2.9%	0.1%	-4.0%	76.7%	-3.6%
CCOc1ccc(CCNC(=O)CCNS(=O)(=O)c2ccc(Br)cc2)cc1OCC	-3.8%	0.9%	-4.6%	11.1%	-3.7%
CN(CC(=O)Nc1ccccc1Cl)C(=O)c1ccccc1Sc1ccccc1C#N	5.2%	6.9%	11.4%	30.1%	-1.8%
NCCC(=O)NCCc1cnc[nH]1	1.1%	0.7%	0.8%	5.2%	5.8%
Clc1ccc(-c2nnc(-c3ccccc3)nc2N2CCSCC2)cc1	-1.5%	3.4%	-2.5%	16.9%	5.6%
Clc1ccc(CN2CCN(c3ncccn3)CC2)cc1Cl	25.2%	i	-8.0%	67.6%	18.3%
CCOC(=O)c1cc(C(=O)OCC)c2ccccn2c1=O	-3.6%	2.2%	-0.4%	-2.7%	-2.5%

Screens (PubChem BioAssay)
